# Screening results: PubChem, several laboratories
# hgDAF12 agonist: activates the H. glycines DAF-12 receptor ligand-binding domain | AID 687014 | HEK293 GAL4-hgDAF12 UAS-luciferase reporter, agonist luminescence; normalized to butyrate control | 370,000 compounds, 1.8% hits | activation, % at 6.8 µM;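 active = activation above a cutoff set at the mean of all screened compounds plus 3 SD, cut at about 10% in these data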;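 note: 0% = DMSO wells and 100% = sodium butyrate wells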
# GC-A act: GC-A (human) enzyme activation | P16066 | HEK293 GC-A cells, cGMP TR-FRET, EC30 ANP; 0% at EC30 ANP, 100% saturating ANP | activation, % at 10 µM | 370,000 compounds, 0.14% hits | AID 1671463; in the data active = activation above about 40%
# Target sequence (P16066 whole entry, looked up): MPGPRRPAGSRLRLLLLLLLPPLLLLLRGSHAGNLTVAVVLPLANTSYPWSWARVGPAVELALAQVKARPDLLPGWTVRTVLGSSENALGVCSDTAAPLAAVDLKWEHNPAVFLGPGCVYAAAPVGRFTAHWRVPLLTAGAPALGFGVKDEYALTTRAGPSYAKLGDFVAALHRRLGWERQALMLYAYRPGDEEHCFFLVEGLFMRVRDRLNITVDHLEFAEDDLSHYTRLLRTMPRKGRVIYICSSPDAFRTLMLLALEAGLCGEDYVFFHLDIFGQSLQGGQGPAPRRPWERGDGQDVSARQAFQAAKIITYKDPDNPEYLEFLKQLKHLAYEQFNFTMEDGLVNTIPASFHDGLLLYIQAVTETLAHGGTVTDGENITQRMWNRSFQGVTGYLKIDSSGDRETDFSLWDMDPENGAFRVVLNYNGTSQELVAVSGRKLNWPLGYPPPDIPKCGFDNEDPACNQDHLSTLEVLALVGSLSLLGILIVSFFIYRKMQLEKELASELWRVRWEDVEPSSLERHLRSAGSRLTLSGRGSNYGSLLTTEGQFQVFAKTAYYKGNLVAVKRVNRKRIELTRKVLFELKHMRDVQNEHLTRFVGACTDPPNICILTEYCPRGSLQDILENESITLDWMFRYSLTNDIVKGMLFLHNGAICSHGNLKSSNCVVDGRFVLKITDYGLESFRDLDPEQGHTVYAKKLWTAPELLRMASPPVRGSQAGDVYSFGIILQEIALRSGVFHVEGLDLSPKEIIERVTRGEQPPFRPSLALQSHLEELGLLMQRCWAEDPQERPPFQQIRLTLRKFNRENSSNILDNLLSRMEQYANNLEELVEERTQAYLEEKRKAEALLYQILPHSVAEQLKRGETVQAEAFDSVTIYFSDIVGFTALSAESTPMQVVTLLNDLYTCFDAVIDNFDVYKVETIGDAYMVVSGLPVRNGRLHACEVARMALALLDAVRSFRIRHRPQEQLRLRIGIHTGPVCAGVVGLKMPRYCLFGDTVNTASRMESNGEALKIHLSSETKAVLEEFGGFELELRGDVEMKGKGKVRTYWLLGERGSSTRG
# ADAM17 inh: inhibits human ADAM17; P78536; recombinant ADAM17, EDANS/DABCYL FRET peptide cleavage; inhibition, % at 6.95 µM; 370,000 compounds, 0.83% hits; AID 720648;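 active = inhibition above the mean of compounds lying between control limits plus 3 SD, set per campaign, cut at about 8.5% in these data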;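 note: 0% = DMSO-only wells as the low control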
# DAX1 inh-1: DAX1 (NR0B1) inhibition, primary screen. HEK293T StAR-luciferase reporter, SF-1/DAX-1 repression relief. inhibition, % at 6.8 µM. 370,000 compounds, 1.1% hits. AID 652010;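 active = inhibition above the mean over all tested compounds plus 3 SD, cut at about 3.6% in these data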;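 note: 0% = DAX-1 cells with DMSO and 100% = cells lacking DAX-1 with DMSO; higher inhibition means more luminescence from relief of DAX-1 repression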
# GAA850 FXN act: frataxin GAA850 promoter activation | HEK293 lucGAA850 FXN promoter luciferase reporter, 24 h; percent of 10 µM SAHA response | activation, % at 6 µM | 360,000 compounds, 0.56% hits;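 active = activation above the average of all compounds screened plus 3 SD, cutoff fixed separately per campaign, cut at about 7.5% in these data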;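 note: 0% = DMSO wells and 100% = 10 µM SAHA wells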
# ADAM10 inh: ADAM10 inhibition, QFRET primary screen. recombinant ADAM10, EDANS/DABCYL FRET peptide cleavage, 3 h. inhibition, % at 7 µM. 370,000 compounds, 0.62% hits. AID 720582;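 active = inhibition above a per-campaign cutoff equal to the mean of compounds falling between control-based bounds plus 3 SD, cut at about 20% in these data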;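 note: 0% = DMSO wells while the 100% control is not disclosed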
# hcDAF12 agonist: H. contortus DAF-12 activation, primary screen | HEK293 hcDAF-12 lit1-tk-luc reporter, luminescence; 0% DMSO, 100% Δ7-dafachronic acid | activation, % at 6.8 µM | 370,000 compounds, 1.4% hits;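 active = activation above the mean of all tested compounds plus 3 SD, cut at about 5.5% in these data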;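 note: 100% = response to 3 µM Δ7-dafachronic acid high control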
# SMARCA2 activ: SMARCA2 function activation, primary screen; MG213 cells, MMTV-luciferase reporter, dexamethasone, overnight; activation, % at 9.1 µM; 370,000 compounds, 1% hits; in the data active = activation above about 7.8%;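 note: 0% = vehicle wells and 100% = reference activator wells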
# DAX1 inh-2: inhibits human nuclear receptor DAX1 | inhibition, % at 6.75 µM | P51843 | HEK293 Gal4-DAX1 luciferase reporter, luminescence | AID 504766 | 340,000 compounds, 0.99% hits;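 active = inhibition above the mean over all tested compounds plus 3 SD, cut at about 4.2% in these data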;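 note: 0% = DAX1-transfected cells with DMSO and 100% = empty-vector control cells with DMSO; inhibition shows as a rise in luminescence from relieved DAX1 repression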
# ssDAF12 agonist: activates DAF-12 receptor from parasite S. stercoralis; 370,000 compounds, 1% hits; HEK293 ssDAF-12/GRIP1 lit1-tk-luc reporter, luminescence; % of 3 µM dafachronic acid response; activation, % at 6.8 µM; AID 652126;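 active = activation above the mean over all tested compounds plus 3 SD, cut at about 0.9% in these data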;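 note: 0% = DMSO-only wells and 100% = 3 µM delta7-dafachronic acid wells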
# PG9 Ab binder: PG9 antibody binding by small molecule; TR-FRET gp120-PG9 antibody binding; inhibition, % at 6.7 µM; 360,000 compounds, 0.43% hits; in the data active = inhibition above about 8.5%
# * hit, by the source's call; i = inactive; · = not tested or not shown.
nr	Structure	hgDAF12 agonist	GC-A act	ADAM17 inh	DAX1 inh-1	GAA850 FXN act	ADAM10 inh
1	CCCCCCCCN1C(=O)[C@@H](CC(=O)NCC2CCCCC2)C[C@@]2(C(=O)OC)C1=C[C@H](COCc1ccccc1)O[C@@H]2C	1.8	-1	-4	0.2	·	-7
2	O=C(Nc1ccccc1Cl)C1CCCN1C(=O)OCc1ccccc1 (stereo not drawn)	0.5	0	-2	-0.8	0.1	-5
3	CCc1nc(C)cn1S(=O)(=O)c1cc(Cl)c(OC)cc1Cl	-1.7	0	0	-0.4	-0.9	12
4	CCCCNS(=O)(=O)/C=C/c1ccccc1	1.9	2	-1	-0.3	1.2	0
5	CC(=O)C[C@H](O)CC(=O)[C@@H]1OC(=O)[C@H](C)C/C=C\Cc2ccccc21	-1.7	0	-6	-0.7	-1.0	-5
6	c1ccc(COc2cccc(CNCc3cccs3)c2)cc1	1.0	3	-1	-0.5	4.2	-3
7	CC1CN(S(=O)(=O)c2cccc(C(=O)Nc3ccc(S(=O)(=O)NC4=NCCCCC4)cc3)c2)CC(C)O1 (stereo not drawn)	-0.7	2	2	0.9	-0.6	-1
8	CC1CC(=O)N(CCc2ccccc2)C(=O)C1	-0.2	1	-4	-1.5	2.2	-8
9	Cc1nn(CC(=O)N2CCOCC2)c(=O)c2ccccc12	0.5	2	-4	0.1	1.6	12
10	O=C(c1ccc(-n2cccn2)cc1)N1CCc2c([nH]c3ccccc23)C1c1ccccn1 (stereo not drawn)	-1.7	-2	-3	-0.5	1.9	-2

nr	hcDAF12 agonist	SMARCA2 activ	DAX1 inh-2	ssDAF12 agonist	PG9 Ab binder
1	2.7	-2	·	0.2	·
2	-3.0	1	-0.2	-1.2	-0.4
3	-1.7	-2	-0.9	-0.9	0.9
4	-2.7	-2	-1.1	-1.4	1.2
5	0.4	-4	-0.5	0.2	-0.1
6	0.3	5	0.7	-0.5	-2.6
7	-0.4	-3	-1.5	-0.8	2.9
8	-0.6	3	1.3	-0.6	0.6
9	-0.2	2	0.3	-0.8	1.8
10	1.7	-5	-0.7	-1.0	-0.4

# Additional compounds.
nr	Structure	hgDAF12 agonist	GC-A act	ADAM17 inh	DAX1 inh-1	GAA850 FXN act	ADAM10 inh
11	O=C(Nc1cccc(S(=O)(=O)N2CCCCC2)c1)c1ccco1	-0.8	1	0	-1.0	-0.4	-2
12	O=[N+]([O-])c1ccc(Cl)cc1Sc1ccccn1	-2.0	-3	-3	0.1	0.2	-4
13	O=C1c2ccccc2C(=O)C1C1=Nc2ccccc2NC(c2ccccc2)C1 (stereo not drawn)	-0.4	-5	-3	0.1	·	1
14	O=C(CC1SCCNC1=O)Nc1ccc(Cl)cc1 (stereo not drawn)	7.9	3	-6	1.1	2.3	0
15	CCOc1ccc(C(=O)N(C)C2CCS(=O)(=O)C2)cc1 (stereo not drawn)	1.0	-3	-4	0.6	-2.6	1
16	C[C@H]1CN([C@@H](C)CO)S(=O)(=O)c2ccc(Br)cc2O[C@H]1CN(C)C(=O)CCN1CCCCC1	-3.3	2	-3	-0.1	-2.4	-1
17	CCN(CC)CCN(C)C(c1cc2ccccc2o1)c1nnnn1C(C)(C)C (stereo not drawn)	0.6	-4	-5	1.3	·	-13
18	COc1ccc(Cc2nnc(SCC(=O)NCCc3ccccc3)o2)cc1	-0.6	3	-5	0.1	-0.7	2
19	CC1=C(C(=O)OC2CCCCC2)C(c2cccs2)n2c(nc3ccccc32)N1 (stereo not drawn)	-1.6	-7	-8	0.5	1.1	-11
20	Cc1ccc(C)c(N2CCN(c3ccncc3N)CC2)c1	-2.5	0	1	-0.4	1.2	-2

nr	hcDAF12 agonist	SMARCA2 activ	DAX1 inh-2	ssDAF12 agonist	PG9 Ab binder
11	1.3	0	-0.1	-1.3	-1.4
12	0.2	-4	-1.2	-0.9	0.2
13	2.9	-3	·	-1.7	-1.2
14	1.0	6	-0.2	-1.2	-1.3
15	-0.6	-3	-0.7	-0.9	0.6
16	0.8	-2	0.4	-1.0	1.2
17	1.7	-1	·	0.1	0.1
18	-0.5	-2	0.1	-1.2	0.5
19	1.1	-4	0.1	-1.6	0.9
20	-1.9	-5	-1.3	-1.6	-0.3

# Further records.
nr	Structure	hgDAF12 agonist	GC-A act	ADAM17 inh	DAX1 inh-1	GAA850 FXN act	ADAM10 inh
21	CC(C)[C@H](NC(=O)c1ccc(Cl)cc1Cl)C(=O)N1CCC[C@H]1C(=O)NCCc1ccccc1Cl	2.3	-6	-1	0.5	·	-3
22	CCN(CCn1cccn1)Cc1nc(-c2ccccc2)no1	1.7	1	-1	-0.2	2.1	4
23	O=[N+]([O-])c1ccc(CN2CC(N3CC=CC3)CS2(=O)=O)cc1 (stereo not drawn)	0.1	0	-5	-0.5	·	-19
24	CC1CCN(C(=O)COC(=O)c2ccccc2C(=O)c2ccccc2)CC1	-1.6	0	-5	-0.1	0.8	-20
25	CCc1cccc2c(C(=O)COC(=O)c3c(C)noc3C)c[nH]c12	1.4	2	3	0.0	1.7	7
26	CCOC(=O)CSc1nc2ccccc2n2c(C)nnc12	-3.8	9	-5	-0.4	2.8	-1
27	Cc1cc(C)cc(OCC(=O)OCC(=O)N2CC(=O)Nc3ccccc32)c1	-1.4	-3	0	-0.9	0.2	5
28	Cc1ccc(N2Cc3ccccc3C2=O)cc1	16*	2	-2	1.9	3.5	8
29	COc1ccc(-n2c(C)cc(-c3csc(N)n3)c2C)cc1	-0.3	-1	-1	-0.1	0.8	-2
30	Cc1nc(SCC(=O)N(C)C2CCCCC2)[nH]c(=O)c1Cc1ccccc1	-0.7	-3	-2	-0.3	4.3	3

nr	hcDAF12 agonist	SMARCA2 activ	DAX1 inh-2	ssDAF12 agonist	PG9 Ab binder
21	-0.5	4	·	-1.0	-1.0
22	2.1	-1	0.2	-1.1	0.1
23	-0.7	-2	·	-1.0	-4.7
24	0.8	-3	-0.5	-0.6	-1.2
25	-2.0	8.6*	0.0	-2.0	-1.7
26	0.2	-3	-0.2	-1.4	-0.5
27	-0.2	0	-0.4	-0.4	0.2
28	12*	10*	5.4*	1.5*	-3.1
29	0.1	-2	0.1	-1.1	-0.9
30	0.9	-2	0.6	-1.4	0.8

# Reprinted, nos. 20–27
nr	Structure	hgDAF12 agonist	GC-A act	ADAM17 inh	DAX1 inh-1	GAA850 FXN act	ADAM10 inh
20	Cc1ccc(C)c(N2CCN(c3ccncc3N)CC2)c1	-2.5	0	1	-0.4	1.2	-2
21	CC(C)[C@H](NC(=O)c1ccc(Cl)cc1Cl)C(=O)N1CCC[C@H]1C(=O)NCCc1ccccc1Cl	2.3	-6	-1	0.5	·	-3
22	CCN(CCn1cccn1)Cc1nc(-c2ccccc2)no1	1.7	1	-1	-0.2	2.1	4
23	O=[N+]([O-])c1ccc(CN2CC(N3CC=CC3)CS2(=O)=O)cc1 (stereo not drawn)	0.1	0	-5	-0.5	·	-19
24	CC1CCN(C(=O)COC(=O)c2ccccc2C(=O)c2ccccc2)CC1	-1.6	0	-5	-0.1	0.8	-20
25	CCc1cccc2c(C(=O)COC(=O)c3c(C)noc3C)c[nH]c12	1.4	2	3	0.0	1.7	7
26	CCOC(=O)CSc1nc2ccccc2n2c(C)nnc12	-3.8	9	-5	-0.4	2.8	-1
27	Cc1cc(C)cc(OCC(=O)OCC(=O)N2CC(=O)Nc3ccccc32)c1	-1.4	-3	0	-0.9	0.2	5

nr	hcDAF12 agonist	SMARCA2 activ	DAX1 inh-2	ssDAF12 agonist	PG9 Ab binder
20	-1.9	-5	-1.3	-1.6	-0.3
21	-0.5	4	·	-1.0	-1.0
22	2.1	-1	0.2	-1.1	0.1
23	-0.7	-2	·	-1.0	-4.7
24	0.8	-3	-0.5	-0.6	-1.2
25	-2.0	8.6*	0.0	-2.0	-1.7
26	0.2	-3	-0.2	-1.4	-0.5
27	-0.2	0	-0.4	-0.4	0.2

# The list continues.
nr	Structure	hgDAF12 agonist	GC-A act	ADAM17 inh	DAX1 inh-1	GAA850 FXN act	ADAM10 inh
31	COc1ccccc1Nc1nc(C)cc(C)n1	2.6	-5	-5	0.2	2.3	-13
32	O=C(NC1CCCC1)C(c1ccc(F)cc1)N(C(=O)c1csnn1)c1ccccc1F (stereo not drawn)	-1.3	-3	0	0.6	2.8	0
33	Cc1nn(C)c(C)c1S(=O)(=O)N(CC(=O)NCc1cccs1)c1ccc(C(C)C)cc1	0.8	-1	0	-0.7	1.1	-2
34	COC(=O)c1c(C(=O)OC)c(C)n(Cc2ccco2)c1C	0.2	-5	-7	0.0	1.6	-5
35	CCCn1c(C)cc(C(=O)CN2C(=O)NC3(CCCCCC3)C2=O)c1C	16*	3	-3	2.6	2.2	-2
36	Fc1ccc(-n2c(Cn3nnc4ccccc43)n[nH]c2=S)cc1	-1.4	1	-7	1.1	1.9	-13
37	CSc1ccc(CNCCCN(C)C)cc1	1.9	3	-2	0.5	1.3	-9
38	CCOc1ccc(-c2n[nH]c(=S)n2Cc2ccccc2)cc1	-0.3	-9	2	0.7	1.4	0
39	CCOC(=O)c1cc2c(=O)n3ccccc3nc2n(CCCOC)c1=NC(C)=O	0.4	6	i	0.0	0.0	i
40	Cc1ccccc1SCC(=O)OCC(=O)N(C)c1c(N)n(Cc2ccccc2)c(=O)[nH]c1=O	0.3	3	-4	1.2	0.7	-2

nr	hcDAF12 agonist	SMARCA2 activ	DAX1 inh-2	ssDAF12 agonist	PG9 Ab binder
31	-1.4	-5	-0.2	-0.4	0.8
32	-1.0	-2	-1.3	-1.3	-1.6
33	1.2	-2	1.0	-1.7	2.8
34	0.1	-2	-0.6	-1.2	0.9
35	4.1	-3	1.5	-1.0	-1.7
36	-0.5	0	-1.3	-1.1	0.6
37	-0.4	1	0.4	-1.4	-0.9
38	-0.6	-3	0.9	-1.0	-1.9
39	-3.0	-2	-0.3	-0.8	0.3
40	-1.1	-3	-1.2	-1.2	0.5

# The listing continues.
nr	Structure	hgDAF12 agonist	GC-A act	ADAM17 inh	DAX1 inh-1	GAA850 FXN act	ADAM10 inh
41	CC1CCC(NC(=S)NCCN(C)C)CC1 (stereo not drawn)	9.7	2	-3	0.7	1.7	-11
42	COc1ccc(C(=O)NC(C)c2nnc(SCC(=O)NC3CCCCC3)n2C)cc1 (stereo not drawn)	1.7	1	-1	0.1	0.2	-2
43	Cc1ccc(CNC(=O)CS(=O)(=O)CC(=O)O)cc1	-3.5	1	-3	-0.1	-0.7	8
44	CCc1cccc2c(C(=O)COC(=O)c3nn(C)c(=O)c4ccccc34)c[nH]c12	-0.7	6	-3	-0.4	-1.3	-1
45	CCNC(=O)C1(C)CCCN(Cc2cccc3c2OCCO3)C1 (stereo not drawn)	1.3	-2	0	-0.3	-1.8	-1

nr	hcDAF12 agonist	SMARCA2 activ	DAX1 inh-2	ssDAF12 agonist	PG9 Ab binder
41	1.0	-1	2.2	-0.2	0.3
42	-2.7	0	2.0	-0.9	-2.4
43	-0.5	1	1.0	-1.2	-1.3
44	-1.0	-1	0.7	-1.6	-0.8
45	-1.8	-2	·	-1.1	1.2
